hiPSC survival: hiPSC single-cell survival enhancement; ATPlite luminescence; 100% = ROCK inhibitor wells, 0% = DMSO; survival enhancement, % at 20 µM; 0.044% of 360,000 active; in the data active = survival enhancement above about 18%;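 note: cells exposed to compounds for 16 hours before the ATP read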
PDI inh: PDI (human) enzyme inhibition; PDI insulin aggregation turbidity, A650, 90 min; AID 588391; inhibition, % at 10 µM; 0.052% of 350,000 active; P07237;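 active = mean inhibition across replicates of 30% or more, whatever share of single replicates reach that level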;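 note: absorbance from insulin aggregation driven by PDI reduction with DTT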
HIF-2a block: blocks HIF-2a reporter activity | 786-0 RCC cells HIF-2a reporter, luciferase luminescence, overnight | 0.72% of 360,000 active | inhibition, % at 18.8 µM;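 active = inhibition of the luminescence signal of 40% or more relative to plate controls, in a single-dose primary screen at 18.75 µM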
m5-HT2A agonist: agonists of mouse serotonin 5-HT2A receptor (HTR2A). P35363. CHO-K1 mHTR2A beta-arrestin complementation, luminescence; percent of 30 µM serotonin response. activation, % at 7.6 µM. 0.66% of 360,000 active. AID 624169;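 active = activation above a run cutoff, the mean activation of all tested compounds plus 3 SD, cut at about 14% in these data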;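 note: 0% = plate median of compound wells and 100% = 30 µM serotonin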
Target sequence (P35363 whole entry, looked up): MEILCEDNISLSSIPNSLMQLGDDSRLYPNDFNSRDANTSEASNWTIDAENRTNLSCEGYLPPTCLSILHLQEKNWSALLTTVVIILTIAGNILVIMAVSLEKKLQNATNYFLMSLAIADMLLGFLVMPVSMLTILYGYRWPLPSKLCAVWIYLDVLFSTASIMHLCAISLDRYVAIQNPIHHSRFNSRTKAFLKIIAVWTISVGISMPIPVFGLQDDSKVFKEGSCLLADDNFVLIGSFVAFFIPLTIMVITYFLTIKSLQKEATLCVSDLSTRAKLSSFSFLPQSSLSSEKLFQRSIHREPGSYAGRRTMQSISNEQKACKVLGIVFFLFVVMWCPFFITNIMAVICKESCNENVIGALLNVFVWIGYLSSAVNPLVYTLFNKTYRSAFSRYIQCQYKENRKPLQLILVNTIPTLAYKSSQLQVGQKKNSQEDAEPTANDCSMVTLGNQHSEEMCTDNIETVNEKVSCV
Peg3 prom inh: inhibitors of Peg3 promoter; HeLa PEG-Prom luciferase reporter, luminescence, overnight; 1.7% of 360,000 active; inhibition, % at 20 µM;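 active = inhibition of at least 50% at 20 µM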
CaV13 FRET inh: Primary screen for inhibitors of IQ motif and Ca2+-dependent inactivation inhibitor domain binding in CACNA1D, Förster resonance energy transfer in living cells, …; HEK cells, CFP/YFP FRET ICDI-IQ, plate reader, 10 min; percent FRET-ratio fall versus neutral wells; inhibition, % at 12.3 µM; 0.098% of 340,000 active; AID 743397;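 active = mean replicate inhibition of at least 30% and at least 1% of replicates passing that level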;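 note: 0% = median of the neutral control wells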
Shn3 inh set2: Schnurri-3 reporter inhibition in Clone20 osteoblasts; Clone20 osteoblast Shn3 3'UTR firefly luciferase, 24 h; inhibition, % at 12.5 µM; 0.52% of 360,000 active; AID 588674;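 active = mean inhibition of at least 75% with every replicate also reaching 75%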;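 note: 0% = median of neutral control wells and 100% = pilot-screen positive control compound; some compounds past the cut are filed as inactive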
Cardio protect: modulators protecting cardiomyocytes from myocardial damage. protection from H2O2 cell death, % at 20 µM. H9c2 cardiomyocytes, H2O2 injury protection, ATPLite, 2 h. 0.63% of 360,000 active;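 active = compounds giving at least 50% protection of heart cells from peroxide-induced death in the single-dose screen, raw or plate-pattern-corrected value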;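 note: 0% = DMSO wells with peroxide and 100% = DMSO wells without peroxide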
NR2E3 ag-1: agonists of human NR2E3 nuclear receptor | Q9Y5X4 | CHO-S Gal4-NCOR/VP16-NR2E3 two-hybrid, luciferase | inhibition of corepressor binding, % at 3.98 µM | 0.35% of 360,000 active | AID 602229;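 active = inhibition above the mean of all tested compounds plus 3 SD, cut at about 70% in these data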;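 note: 0% = DMSO with NR2E3 transfected cells and 100% = cells lacking NR2E3 construct; higher means lower luciferase signal from less NR2E3 corepressor binding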
Target sequence (Q9Y5X4 whole entry, looked up, the tested form may be a part): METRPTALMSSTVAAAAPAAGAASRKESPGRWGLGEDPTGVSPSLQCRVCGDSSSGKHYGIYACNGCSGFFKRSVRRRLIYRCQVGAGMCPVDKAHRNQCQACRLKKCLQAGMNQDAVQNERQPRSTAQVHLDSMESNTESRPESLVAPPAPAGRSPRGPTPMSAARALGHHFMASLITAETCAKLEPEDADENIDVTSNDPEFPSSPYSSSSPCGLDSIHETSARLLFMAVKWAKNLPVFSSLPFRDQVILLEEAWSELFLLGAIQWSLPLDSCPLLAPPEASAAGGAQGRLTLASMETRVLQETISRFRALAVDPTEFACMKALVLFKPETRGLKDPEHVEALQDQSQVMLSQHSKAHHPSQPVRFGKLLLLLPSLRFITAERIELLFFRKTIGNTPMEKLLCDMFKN
NR2E3 ag-2: NR2E3 (human) agonism | Q9Y5X4 | GST-NR2E3/biotin-RetCOR TR-FRET, 1536-well | inhibition of corepressor binding, % at 4.78 µM | 0.12% of 320,000 active | AID 2300;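 active = percent inhibition above the cutoff of mean plus 3 SD of all tested compounds, set per screening campaign, cut at about 20% in these data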;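 note: 0% = DMSO wells and 100% = biotin wells as full block of FRET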
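Test system – NR2E3–RetCOR corepressor complex · Quantity – NR2E3 fusion 1.35 nM · Buffer or medium – Tris pH 7.5 · Incubation – Compound–protein incubation for 5 h at 4 °C · Technique – TR-FRET, Eu(K)-anti-GST donor, streptavidin-D2 acceptor, ex 340, em 617/671 nm · Evaluation – percent inhibition of 671/617 nm emission ratio versus biotin and DMSO controls · Plate – 1536-well format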
MITF TRPM1 inh: MITF TRPM1 promoter inhibition in SK-MEL-5 cells; inhibition, % at 12.5 µM; 0.83% of 330,000 active; SK-MEL-5 TRPM1 promoter luciferase, 24 h;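 active = mean inhibition across replicates of 60% or more, whatever share of single replicates reaches that level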; note: values of inactives mirror those of a sister screen read the other way
Numbers without * were called inactive; · = not tested or not shown.

SMILES	hiPSC survival	PDI inh	HIF-2a block	m5-HT2A agonist	Peg3 prom inh	CaV13 FRET inh	Shn3 inh set2	Cardio protect	NR2E3 ag-1	NR2E3 ag-2	MITF TRPM1 inh
C/C(=C\C(=O)c1ccccc1)Nc1cccc(O)c1	-0.7	17	-359	0	-320	-7	-47	-4	-8	4	-60
CCc1c(C)[nH]n(-c2ccc(Oc3ccccc3)c(S(=O)(=O)O)c2)c1=O	-0.7	-3	4	-2	3	·	-3	-2	7	0	-14
O=[N+]([O-])c1ccccc1/C=N/NC1=NCCN1	-0.1	6	13	6	3	-4	72	3	14	1	7
CCOc1ccccc1CNC(=O)c1ccc2nc(N3CCOCC3)sc2c1	-1.7	-9	-10	-5	7	-7	16	-5	-17	-1	·
CC(=O)N1CCOc2ccc(S(=O)(=O)NC[C@H]3O[C@@H](n4cnc5c(N)ncnc54)[C@H](O)[C@@H]3O)cc21	0.4	-1	6	-1	-7	-6	1	3	-12	·	0
COc1cc(CCc2ccccc2)c(C(=O)O)c(O)c1CC=C(C)C	0.1	·	-6	-1	14	·	-3	-13	85*	·	-1
Nc1cc(-c2ccc(Cl)cc2)nn1S(=O)(=O)c1ccc(Cl)cc1	0.4	0	7	-2	3	-5	5	-26	10	2	-1
Cc1ccc(NC2=CC(=O)CC(C)(C)C2)c(N)c1	-3.0	6	-4	-1	4	·	5	1	-77	-2	-7
N#Cc1ccc(-c2nc3c4ccccc4ccn3c2CC2CCCCC2)cc1	-0.6	·	-67	0	·	-5	·	·	-23	·	·
CCCc1cc(=O)[nH]c(SCC(=O)N2CCOCC2)n1	-0.4	15	17	-12	-12	-5	9	-1	-25	2	5
O=C(COc1ccccc1)NCCS(=O)(=O)N1CCN(c2ccccc2)CC1	0.0	-11	6	0	5	-2	3	-3	-19	3	-4
Cc1cc(C)cc(NC(=O)c2cccnc2)c1	0.0	6	3	10	-13	6	-6	0	-1	·	13
CC1(C)CC2(CC(c3cccs3)c3cc(Cl)c(O)cc3O2)NC(=S)N1 (stereo not drawn)	0.0	8	27	0	8	·	13	0	-20	-3	-2
CCC(C)NCC(O)(c1ccc(Cl)cc1)c1ccc(Cl)cc1 (stereo not drawn)	-0.5	18	12	-7	17	-6	20	3	-4	1	-3
O=C(c1cnsn1)N1CCN(c2ccccn2)CC1	-2.9	-1	-17	-2	-4	-3	3	0	-6	-2	-2
CC(=O)Nc1ccc(NC(=O)CN(C)CCC#N)cc1	-0.3	-3	0	4	7	-4	-16	2	-5	-2	-5
CCc1ccccc1NC(=O)Nc1ccsc1C(=O)OC	-0.4	6	4	2	-2	-6	-5	1	-26	4	10
N#Cc1cn(N2CCCCC2)c(=O)[nH]c1=O	-0.7	-11	13	3	-10	-21	-1	4	-4	-3	13
COc1cc(C(=O)NCC(=O)N/N=C/c2cccs2)cc(OC)c1OC	3.6	-5	7	-5	-1	-1	-3	4	-16	3	6
COc1ccc(CCNC(=O)CSc2nnc(CNC(=O)c3cc(OC)c(OC)c(OC)c3)o2)cc1OC	-0.4	-9	6	13	-2	-2	5	-1	-25	-1	1
Cc1ccc(CN(C)C(=O)C2CCCN2C(=O)c2cccs2)o1 (stereo not drawn)	1.4	6	18	-3	2	-3	10	0	-6	-1	4
COc1cc2c(-c3ccc4c(c3)OCO4)c(-c3ccsc3)oc(=O)c2cc1OC	-1.6	-4	-134	0	-59	-5	-6	9	-41	·	-24
O=C(NCCN1CCN(c2ccccc2)CC1)C1CCN(S(=O)(=O)N2CCOCC2)CC1	-1.0	2	15	5	9	·	11	-13	-1	·	-1
Cc1ccccc1OCc1ccc(C(=O)N2CC(C)OC(C)C2)o1 (stereo not drawn)	0.3	2	12	1	12	-7	16	-2	8	-3	16
CC(=O)Nc1cccc(C(=O)OC(C(=O)c2ccc(C)cc2)c2ccccc2)c1 (stereo not drawn)	-0.1	-3	16	-2	6	-9	18	4	28	3	-5
O=C1CC(N2CCN(C(c3ccccc3)c3ccccc3)CC2)C(=O)N1Cc1ccc(N2CCCC2=O)cc1 (stereo not drawn)	-0.5	-5	8	-4	1	-5	24	2	2	0	6
N#Cc1ccc(OCC(=O)NC2=NCCS2)cc1	5.2	-7	-57	-2	-20	-1	-7	6	-19	2	-14
CC1=CC(=O)C=C(C)C1=NOC(=O)c1cccc([N+](=O)[O-])c1	-0.8	-1	-16	3	-24	·	7	-22	-28	-1	10
CCOP(=O)(CN(CC)C(=O)c1ccccc1Br)OCC	-0.2	-1	5	-2	-2	6	4	0	-18	-6	4
Cc1c(Cl)cnc(NC(=O)CSc2nncs2)c1Cl	0.8	-3	-8	-1	10	-5	7	1	-15	3	3

Filtered by structure: the compounds so far containing two or more sulfur atoms
SMILES	hiPSC survival	PDI inh	HIF-2a block	m5-HT2A agonist	Peg3 prom inh	CaV13 FRET inh	Shn3 inh set2	Cardio protect	NR2E3 ag-1	NR2E3 ag-2	MITF TRPM1 inh
CC1(C)CC2(CC(c3cccs3)c3cc(Cl)c(O)cc3O2)NC(=S)N1 (stereo not drawn)	0.0	8	27	0	8	·	13	0	-20	-3	-2
Cc1c(Cl)cnc(NC(=O)CSc2nncs2)c1Cl	0.8	-3	-8	-1	10	-5	7	1	-15	3	3

New compounds follow
SMILES	hiPSC survival	PDI inh	HIF-2a block	m5-HT2A agonist	Peg3 prom inh	CaV13 FRET inh	Shn3 inh set2	Cardio protect	NR2E3 ag-1	NR2E3 ag-2	MITF TRPM1 inh
O=C(Cc1ccc(-c2ccccc2)cc1)NC1CCCC1	1.4	7	4	-5	-1	-9	-6	1	-16	6	1
CCc1ccc(NC(=O)N(C2CCCCC2)C(C)c2cccnc2)cc1 (stereo not drawn)	-1.8	4	-103	4	-13	-9	-20	7	-58	1	-10
CCOc1cc(/C=C/C(=O)O)ccc1OCCOc1ccccc1	-0.6	0	-2	-1	-3	-3	-3	-5	-34	4	2
CC1(C)CC2C1CCC1(O)CC2(C)CCC1N(O)c1ccc(C(=O)NCCO)cn1 (stereo not drawn)	-1.3	0	9	3	8	-5	20	51*	14	0	5
CCN(CC)CCCOC(=O)c1ccc(OC)cc1O	-3.7	7	4	-2	9	-6	0	1	-20	0	13
Cc1oc(/C=N/NC(=O)CN(c2ccccc2Br)S(C)(=O)=O)cc1Br	1.1	-5	7	-4	21	-5	-20	-3	7	-2	-12
Cc1c(Br)c([N+](=O)[O-])nn1CC(=O)NCc1ccccc1	-0.5	2	13	1	6	-4	-15	-3	5	0	-1
O=C(Nc1nc(-c2cc(Cl)sc2Cl)cs1)c1cccs1	0.6	-8	-254	-5	-202	-5	-30	-10	-24	6	-51
CC(C)N(Cc1nc(-c2ccc(Cl)cc2)no1)C(=O)C(c1ccccc1)c1ccccc1	-3.7	-1	11	4	17	-4	13	-6	-5	-2	-3
NC(=O)c1ccccc1NC(=O)CS(=O)(=O)Cc1ccccc1	0.3	-9	-4	0	13	-1	1	-1	-19	5	6
Cc1nn(C)c(C(=O)NNC(=S)NC2CCCCC2)c1Br	1.3	-9	-100	-4	-54	-4	-20	3	-61	2	-4
Cc1ccc(OCCC(=O)Nc2ccc(F)c(F)c2)cc1	1.2	3	3	1	-16	-19	24	-1	-23	0	2
CCCCCCOc1ccc(/C(N)=N/O)cc1	-3.1	-10	-200	-6	-329	·	-49	0	-61	-3	-39
CCOC(=O)c1sc(NC(=O)c2ccccc2)cc1C	-3.5	0	-301	-3	-298	-4	-23	-16	-142	3	-35
N#Cc1ccsc1NC(=O)CN1C(=O)NC2(CCCC2)C1=O	-0.6	-1	-45	-7	-67	-6	-25	2	-10	1	1
COCCNC(=O)CSc1nc2ccccc2c(=O)n1CCC(=O)NCCc1ccc(OC)c(OC)c1	0.3	5	19	0	22	5	-22	5	-12	-3	5
O=C(NCCCSc1ccccc1)c1cc(Br)ccc1O	0.0	-5	-9	-15	42	-7	-4	-19	87*	·	10
COC(=O)[C@]1(Cc2ccccc2)N[C@H](c2ccc(-c3cccc(Cl)c3)c(OC)c2)[C@@H]2C(=O)N(C)C(=O)[C@@H]21	-3.1	2	15	-4	16	-9	46	6	7	·	29
CCC1(C)NC(=O)N(CC(=O)Nc2sc3c(c2C(=O)OC)CCCCC3)C1=O (stereo not drawn)	-0.3	-5	24	11	20	-2	10	-1	7	2	-1
COC(=O)N(C)C[C@H]1OCc2cnnn2CCCC(=O)N([C@@H](C)CO)C[C@@H]1C	1.5	-3	0	0	-2	-7	-3	-2	-21	·	·
COc1ccc(CN2CCN(Cc3cccc4nonc34)CC2CCO)c(C)c1C (stereo not drawn)	1.9	6	17	-6	11	-7	18	-8	0	-1	6
CCOC(=O)c1cnc(SCC)[nH]c1=O	5.2	1	8	-2	7	0	5	-3	12	-1	14
Cn1c(=O)c(=O)n(C)c2cc(S(=O)(=O)N3CCOCC3)ccc21	-0.2	-10	10	-1	18	-6	12	4	-8	-2	-2
COc1ccc(Cl)cc1C(=O)NNC(=O)CSc1nnc2ccccn12	0.3	-4	17	5	16	-5	-8	-8	-2	7	17
CCOC(=O)N1CCN(S(=O)(=O)CCNC(=O)c2ccc(OC)cc2)CC1	0.3	4	7	-1	15	-5	-3	-3	3	1	-2
CCOC(=O)c1c(C)n(C)c2c(C)cc(O)c(OC(C)=O)c12	-2.6	-5	-5	-3	-6	0	-11	-7	-3	2	-12
COc1cccc(CNc2nc3nc(C)cc(=O)n3[nH]2)c1	3.1	7	16	-6	20	-6	3	-4	8	-2	2
COc1ccc(S(=O)(=O)N2CCN(CC(=O)Nc3ccccc3Cl)CC2)cc1	-0.3	-5	0	3	21	-4	6	4	-23	2	4
CCOC(=O)c1sc(NC(=O)C(CC)Sc2nnc3c4ccccc4n(C(C)C)c3n2)nc1C (stereo not drawn)	-2.5	2	6	-2	17	-7	8	-6	-27	·	-23
C[C@H](O)[C@@H]1C(=O)N2CCc3ccc(N4CCN(C)CC4)cc3[C@@H]2C[C@@H]1N(C)C(=O)NC1CCCCC1	-2.0	-5	8	-5	-2	-6	-3	7	-14	·	3
C=CCNC(=S)NN=C1CCCCCCC1	-0.8	8	12	4	11	-7	11	0	-14	6	7
Cc1cc(O)c2c(CN3CCN(Cc4ccccc4)CC3)cc(=O)oc2c1	-0.8	9	4	20*	4	-20	22	-4	9	1	5
COc1ccc(NS(=O)(=O)c2ccc3nc(COc4ccc5ccccc5c4)[nH]c3c2)cc1	-0.5	0	1	-2	41	-18	37	-17	-11	1	-2
S=c1[nH]cnc2sc(Nc3ccccc3)nc12	0.2	13	-91	-10	-64	-18	-23	-1	-35	·	-8
O=C1C=CN2CCCCC2CC1 (stereo not drawn)	-1.6	-11	-11	3	-10	-3	79	-17	9	·	8

m5-HT2A agonist: what is marked active above.
SMILES	PDI inh	HIF-2a block	m5-HT2A agonist	Peg3 prom inh	CaV13 FRET inh	Shn3 inh set2	NR2E3 ag-1	NR2E3 ag-2	MITF TRPM1 inh
Cc1cc(O)c2c(CN3CCN(Cc4ccccc4)CC3)cc(=O)oc2c1	9	4	20*	4	-20	22	9	1	5

Screening data from PubChem.

Outcome played no part in choosing rows; any-hit rate near 3.9%.
